Compound activity as filed in PubChem.
P. falciparum M17LAP = P. falciparum M17LAP inhibitors, primary screen, biochemical, fluorogenic H-Leu-NHMec substrate, 1536-well (AID 1619); actives 0.38% (n = 220,000); recombinant M17LAP, H-Leu-NHMec fluorogenic kinetic assay; higher % means a stronger effect; Leucine aminopeptidase (Plasmodium falciparum (isolate 3D7)); inhibition, % at 30 µM, or IC50 in µM where a hit was titrated;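 active = compound inhibiting the enzyme by more than half at any dose during confirmatory dose-response retesting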;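 note: plate controls were full reaction with DMSO carrier for no effect and no enzyme background for full effect; strong numbers were not always called active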
MT stabilize HCS = microtubule stabilizers in HeLa cells, primary screen, imaging, high-content imaging; actives 0.83% (n = 200,000); HeLa tubulin immunostaining HCS, 24 h; share of cells brighter than vehicle mean+2SD; AID 2205, 2009; % tubulin-high responders, % at 10 µM;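 active = plate Z-score above 3 for both tubulin-high and condensed-nucleus cell shares, with cell loss under 80%, at 10 µM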;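 note: anti alpha tubulin signal scored within the nucleus-defined area of each cell; some results filed as inactive read as strong as hits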
Autophagy HCS = autophagy modulators in MEF cells, primary screen, imaging, high-content, MEF GFP-LC3; MEF GFP-LC3 puncta imaging; test concentration mostly 10 µM; calls only at 10 µM (by protocol); actives 0.98% (n = 190,000); AID 463193, 2010;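 active = percentage of spot-positive cells more than 3 SD above its plate mean, without a fluorescence outlier flag or 80% toxicity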;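 note: spot-positive cell cutoff set from DMSO-treated cells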
Yfh1-off respiration = enhancers of respiration in Yfh1-depleted yeast, dose response, Friedreich's ataxia, plus single-dose screen (AID 1465); S. cerevisiae Yfh1-off respiration, WST-1 reduction, 72 h; higher fold induction means a stronger effect; fold induction at 50 µM, or EC50 in µM where a hit was titrated; actives 0.074% (n = 220,000);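 active = fold induction of absorbance versus untreated yeast above a set limit, then at least 30% activation at any dose in follow-up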;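 note: activators that raise dye reduction in frataxin-depleted yeast; strong numbers were not always called active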
P. falciparum M1AAP = P. falciparum M1AAP inhibitors, biochemical, fluorogenic H-Leu-NHMec substrate, 1536-well (AID 1445) | Aminopeptidase N (Plasmodium falciparum (isolate 3D7)) | recombinant M1AAP, H-Leu-NHMec fluorogenic kinetic assay; higher % means a stronger effect | inhibition, % at 30 µM; hits with a dose series show IC50 in µM | actives 0.42% (n = 220,000);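 active = primary inhibition above the hit cutoff, then over 50% inhibition at one or more dose response concentrations, cut at about 23% in these data, passing the limit was not always enough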;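 note: plate controls were DMSO full reaction for no effect and no enzyme background for full effect; strong numbers were not always called active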
Lipid droplet = inhibitors of hepatocyte lipid droplet formation, primary screen, imaging, high-throughput imaging, BODIPY stain. AML12 mouse hepatocytes, oleate lipid droplets. inhibition, % at 6.5 µM. actives 0.4% (n = 240,000);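 active = lipid droplet intensity inhibited by at least 50%, with more than 500 cells counted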
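Assay system: AML12 hepatocytes (mouse) / Also added: 100 µM oleic acid challenge / Times: overnight treatment with compound plus oleate / Detection: high-content imaging of BODIPY-stained droplets and DAPI nuclei / Evaluation: % inhibition of lipid droplet signal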
Dynein transport = inhibitors of GR-EGFP nuclear translocation, primary screen, dynein cargo transport inhibitor project, imaging, high-content, 3617.4 mouse cells; test concentration mostly 20 µM; stimulated with dexamethasone, 1 µM; active compounds read low; z-score, hits read low; actives 0.47% (n = 220,000); AID 1381, 2008;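 active = plate z-score of nuclear minus cytoplasmic receptor signal below a set negative limit, without overly bright fluorescence or cell loss, cut at about -3.5 in these data, passing the limit was not always enough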;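 note: z-score of nuclear minus cytoplasmic ring GR-EGFP intensity difference per well; some compounds called inactive have numbers as strong as hits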
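medium = tetracycline-free induction medium containing charcoal-stripped FBS | probe or stimulus = dexamethasone, 1.0 µM final | timing = 48 h induction, then 1 h compound, then 30 min agonist, 37 °C | detection = automated 10x imaging of fixed Hoechst-stained cells | read-out basis = nuclear versus cytoplasmic GR-EGFP signal, averaged per well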
ER stress rescue = rescue of cells from ER stress-induced death, primary screen, 384-well, CSM14.1, thapsigargin, ATP luminescence (AID 1222); 190,000 tested, under 10 active; CSM14.1 thapsigargin-induced death rescue, ATP luminescence; higher % means a stronger effect; one-dose cellular ATP content (survival), % at 20 µM; EC50 in µM for titrated hits;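 active = EC50 below 50 µM in the dose-response confirmation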;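 note: death triggered by thapsigargin at about 15 µM added after 2 h compound pretreatment; cell ATP read after overnight thapsigargin exposure of roughly 18 to 22 hours; normalized against plate controls of thapsigargin alone and 5% DMSO vehicle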
Ins promoter up = insulin promoter activators in MIN6 cells, imaging, high-content screening, mouse beta cells; MIN6 insulin promoter-GFP reporter; active compounds read high; actives 0.3% (n = 190,000); AID 1625, 2009; z-score at 5 µM;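 active = z-score above 3 at 5 µM with at least 500 cells counted in the well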
Dynein transport cytoplasmic EGFP = second read-out of Dynein transport, no call of its own (marks repeat the call); z-score; measured here: cytoplasmic GR-EGFP intensity; active compounds read high
Dynein transport nuclear GR-EGFP = second read-out of Dynein transport, no call of its own (marks repeat the call); z-score; measured here: nuclear GR-EGFP intensity;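 lower value marks the stronger effect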
Dynein transport cell count = second read-out of Dynein transport, no call of its own (marks repeat the call); z-score; measured here: cell count per field
Ins promoter up cell count = further read-out of Ins promoter up, marked with its call; cell count; measured here: cytotoxicity, nuclei count;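 total cells summed across four imaged fields per well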
Lipid droplet cells 6.5 µM = recorded beside Lipid droplet, whose call it bears; cell count; measured here: cell count, cytotoxicity flag;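 cells counted across two imaged fields per well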
MT stabilize HCS Hoechst-high % = second read-out of MT stabilize HCS, no call of its own (marks repeat the call); % Hoechst-high responders; measured here: nuclear condensation Hoechst responders;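 share of cells brighter than vehicle mean plus two SD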
MT stabilize HCS cytotoxicity % = also measured in MT stabilize HCS; calls as there; toxicity, %; measured here: cytotoxicity by cell density;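 0% = mean cell density of plate MIN control wells and 100% = no cells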
Autophagy HCS cell loss 18 h = recorded beside Autophagy HCS, whose call it bears; toxicity, %; measured here: cell loss, nuclei count;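 cell loss after 18 h compound exposure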
Numbers without * were called inactive; i = inactive; x = no result given; + = active, no number. This is a random part of the collection, and some 3.5% of all compounds hit somewhere here.

Order of values – MT stabilize HCS Hoechst-high %	ER stress rescue	Yfh1-off respiration	P. falciparum M17LAP	MT stabilize HCS	P. falciparum M1AAP	Autophagy HCS	Dynein transport	Lipid droplet	Ins promoter up	Dynein transport cytoplasmic EGFP	Autophagy HCS cell loss 18 h	Ins promoter up cell count	Dynein transport nuclear GR-EGFP	Lipid droplet cells 6.5 µM	Dynein transport cell count	MT stabilize HCS cytotoxicity %
> CCOC(=O)c1ccccc1NC(=O)C1CC(=O)N(c2ccccc2)C1 (centres undefined)
→ 1.9	0.0%	i	0%	1.9	1%	i	1.8	6	0.03	-0.16	-8	1551	2.1	674	-1.5	3.4
> CCOC(=O)N1CCC(c2cc(=O)n3[nH]ccc3n2)CC1
→ 2.6	-0.7%	i	-3%	5.0	0%	i	1.3	x	-0.38	-0.18	11	667	0.87	x	-0.06	4.5
> Cc1cc(C)c(C(=O)CN2C(=O)NC3(CCCCC3)C2=O)cc1C
→ 3.3	-0.6%	i	0%	3.3	2%	i	-0.03	17	-0.19	0.28	-4	1211	0.5	704	0.37	5.8
> O=C(CCC(=O)Nc1ccccc1)NNC(=O)CCc1ccccc1
→ 1.5	-1.0%	i	-1%	2.5	-4%	i	0.28	26	-0.45	-0.23	-3	1196	-0.19	710	1	8.3
> O=c1c2ccccc2nc2ccccn12
→ 1.7	-0.6%	i	-40%	2.2	8%	i	-0.63	10	-1.1	-0.3	4	1345	-0.32	733	-0.14	4.3
> Cn1c(SCC(=O)Nc2ccc(N3CCOCC3)cc2)nnc1-c1ccccc1
→ 2.2	0.6%	i	0%	2.2	2%	i	0.72	1	-0.87	-0.27	1	1253	0.26	708	0.68	5.0
> CCOC(=O)c1c(NC(=O)c2cccs2)sc2c1CC(C)(C)OC2
→ 2.9	-1.7%	i	1%	3.4	7%	i	-0.59	x	-1.1	-0.21	-5	1341	-0.11	x	0.23	11
> Cn1c(CNC(=O)Nc2ccccc2Cl)nnc1SCc1ccccc1
→ 1.7	1.1%	x	9%	1.3	2%	x	-0.89	x	-0.31	-0.19	x	1154	-0.15	x	0.2	7.3
> N#Cc1nc(-c2ccc(OCc3ccc(Cl)cc3)cc2)oc1NCc1cccnc1
→ 2.5	0.7%	i	11%	2.7	1%	i	-0.59	x	-0.61	-0.2	9	862	-0.29	x	1.7	3.7
> Cc1ccc(-c2nn(C)c(=O)c3ccccc23)cc1CNC(=O)CSc1nc2ccccc2o1
→ 2.4	-0.1%	i	13%	4.8	3%	i	-1.1	x	-1.1	-0.18	2	1243	-0.67	x	0.22	9.5
> Cc1cc(/C=N/NC(=O)Cn2c3ccccc3c(=O)c3ccccc32)c(C)n1-c1ccccc1
→ 1.1	-0.7%	x	-15%	3.3	-3%	i	-0.28	x	-0.17	0.34	-15	1622	-0.27	x	1.1	0.7
> O=C1c2ccccc2C(Nc2ccc(F)cc2F)N1CCN1CCOCC1 (centres undefined)
→ 3.0	x	i	1%	2.0	1%	x	0.52	-14	x	-0.27	x	x	0.62	627	0.037	7.1
> O=C(O)c1cc(-c2ccco2)nc2ccccc12
→ 2.7	-2.1%	i	-74%	4.9	5%	i	-0.026	x	0.15	-0.21	-11	1131	0.23	x	0.4	10
> Cc1sc2nc(SCC(=O)C(C)(C)C)n(Cc3ccco3)c(=O)c2c1C
→ 46*	2.1%	i	3%	35*	7%	i	-0.28	x	-0.33	-0.28	37	1526	-0.99	x	0.015	46*
> COc1ccc(-c2ccnc(-c3ccncc3)n2)cc1
→ x	x	i	1%	x	1%	x	0.61	25	-0.31	-0.16	x	842	1	734	-0.58	x
> COc1cccc(NC(=O)c2cc([N+](=O)[O-])ccc2NC(=O)CNCC2CCCO2)c1 (centres undefined)
→ 1.1	-0.5%	i	0%	2.3	4%	+	1.3	12	-0.47	-0.23	17*	1531	1	740	-1	3.0
> O=C(O)CC/C(=N\NC(=O)CNC(=O)c1cccc(Cl)c1)c1ccccc1
→ 2.1	-0.6%	i	22%	2.0	12%	i	0.087	-12	0.53	-0.2	14	1535	0.1	654	0.081	12
> COC(=O)C(C)n1cnc2c(cnn2-c2ccc(Cl)cc2)c1=O (centres undefined)
→ 1.6	x	i	-8%	2.5	2%	i	0.036	1	0.09	-0.05	4	1255	0.73	674	-0.5	0.1
> Cc1ccc(NC(=O)CC2C(=O)N(Cc3ccccc3)C(=S)N2NC(=O)c2ccccc2)c(C)c1 (centres undefined)
→ 1.7	-1.6%	i	-7%	5.6	2%	i	-0.6	6	0.01	-0.14	-2	1334	-0.28	652	0.83	8.8
> CN(C)S(=O)(=O)c1ccc(Cl)c(NC(=O)CN2CCNC(=O)C2)c1
→ 2.6	-0.8%	i	1%	2.2	2%	i	-0.21	-4	0.54	0.02	20	1601	-0.19	640	0.28	7.2
> CC(=O)c1cc2c(cc1NC(=O)CSc1nc3ccc(C)cc3[nH]1)OCO2
→ 2.8	-0.9%	i	6%	5.2	7%	i	-0.6	-6	-0.78	-0.26	-8	1396	-0.32	599	-0.32	11
> O=C(N/N=C\c1c(O)ccc2ccccc12)c1ccc(Cn2cccn2)o1
→ 2.8	-4.5%	i	2%	2.9	7%	i	4.8	-18	-1.3	2.7	13	966	3.2	625	-1.5	12
> CCc1ccccc1Nc1cc(C(=O)NCc2ccccn2)c2ccccc2n1
→ 2.1	x	i	7%	3.1	-3%	i	2.7	-21	-0.58	-0.054	13	1151	2	603	-1.5	0.9
> CC(C)N1CCN(Cc2cnc(N3CCCC3)s2)CC1CCO (centres undefined)
→ 2.0	0.2%	i	15%	4.6	3%	i	1.1	0	0.29	-0.27	8	1415	0.64	709	-0.59	14
> Nc1ncc(-c2nnnn2-c2ccc(Cl)cc2)c(-c2ccc(Cl)cc2)n1
→ 41	-2.1%	i	-23%	16	3%	i	-0.22	x	-0.12	-0.23	20	1335	0.16	x	1.3	42
> CC(/C=C/C=C/c1ccccc1)=N/NC(=O)CNc1ccccc1C
→ 3.2	-2.6%	i	25%	2.0	-4%	i	0.62	-102	-0.15	-0.3	6	1144	-0.076	718	-0.32	11
> CC(C)(C)NC(=O)CN(Cc1cccs1)C(=O)C1COc2ccccc2O1 (centres undefined)
→ 1.8	3.9%	i	3%	1.3	0%	i	-0.3	x	-0.07	-0.058	0	1612	-0.16	x	0.42	6.6
> Cc1cc(C)c(NC(=O)CO/N=C2\CCCc3nonc32)c(C)c1
→ 2.6	1.2%	i	2%	3.3	6%	i	-0.58	-25	-0.24	0.6	4	1378	-0.046	601	-0.41	10
> Cc1ccc(-c2[nH]nc3c2C(c2ccc(OC(=O)N4CCOCC4)cc2)C(C#N)=C(N)O3)cc1 (centres undefined)
→ 1.3	x	i	52%	2.1	3%	i	-0.5	-19	0.91	-0.22	23	1165	0.023	748	0.85	1.8
> C/C(=C\C(=O)c1ccccc1)Nc1ccc(N2CCOCC2)cc1
→ 1.4	-1.2%	i	8%	3.3	4%	i	-0.32	x	-0.23	-0.063	3	994	-0.14	x	1.5	7.6
> Cc1ccc(N2C(=O)CCSC23C(=O)Nc2ccccc23)cc1 (centres undefined)
→ 1.8	-3.1%	i	20%	3.6	11%	i	-0.36	-22	0.36	-0.19	2	1228	-0.037	728	-0.23	4.3
> O=C1C2CCCN2C(c2ccc(F)cc2)N1c1ccc(Cl)cc1 (centres undefined)
→ 2.6	-0.2%	i	-6%	8.6	-2%	i	2.8	x	0.45	0.064	8	801	1.9	x	-1.5	2.8
> COc1cc(CNCc2ccc(OC)c(OC)c2OC)cc(OC)c1
→ 1.7	-2.1%	i	3%	3.8	5%	i	2.6	-18	-1.2	-0.13	19	1091	1.3	735	-0.63	5.6
> O=C(O)c1ccc(NCCc2ccc(Cl)cc2)c([N+](=O)[O-])c1
→ 1.5	0.1%	i	29%	3.3	4%	i	-1.3	-2	0.11	-0.28	-4	1062	-0.87	735	2.2	7.9
> Cc1nnc(SCC(=O)Nc2ccccc2C(=O)NC2CC2)s1
→ 1.9	-0.9%	i	-3%	2.1	1%	i	-0.74	-4	0.16	-0.24	6	1509	-0.14	577	1.5	6.8
> COc1ccc(CCn2c(C)cc3c(c2=O)C(c2ccc4c(c2)OCO4)C(C#N)=C(N)O3)cc1OC (centres undefined)
→ 2.5	3.5%	i	10%	3.5	7%	i	1.9	-2	-2.2	-0.036	-7	1464	2.1	754	-1.6	12
> Cc1c(/C(O)=C2/C(=O)C(=O)N(CCN3CCOCC3)C2c2ccccn2)cnn1-c1ccccc1 (centres undefined)
→ 0.9	0.3%	i	8%	2.8	0%	i	1.4	8	0.01	-0.16	25	1577	1.1	678	-1.2	0.8
